High-throughput results: PubChem, several laboratories
SARS 3CLpro inh: SARS-CoV 3CLpro protease inhibitors, primary screen, biochemical, quenched FRET; Replicase polyprotein 1ab (Severe acute respiratory syndrome coronavirus), P0C6X7; recombinant SARS-CoV 3CLpro, quenched FRET peptide cleavage; inhibition, % at 6 µM; hit rate 0.14% among 290,000; AID 1706, 2009; in the data active = inhibition above about 12%
Vc quorum ag: inducers of Vibrio cholerae quorum light production without autoinducers, primary screen, BH1578 luxS cqsA deficient, single point. V. cholerae BH1578 lux reporter, luminescence, 6 h. activation, % at 18.7 µM. hit rate 0.16% among 350,000. AID 588436, 2011; in the data active = activation mostly above about 9.7%, no sharp cut-off; also: not every result past the cut was called active; inactives centre near 0; reference of the scale not given here
Mtb FBA inh: Mtb FBA enzyme inhibitors, primary screen, biochemical, fluorescence, strain H37Rv; Fructose-bisphosphate aldolase (Mycobacterium tuberculosis (strain ATCC 25618 / H37Rv)), …; purified M. tuberculosis FBA, fluorescence read-out; hit rate 2.3% among 360,000; inhibition, % at 1 µM; in the data active = inhibition above about 27%;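 also: 0% = vehicle and 100% = reference inhibitor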
Target sequence (P9WQA3 whole entry, looked up): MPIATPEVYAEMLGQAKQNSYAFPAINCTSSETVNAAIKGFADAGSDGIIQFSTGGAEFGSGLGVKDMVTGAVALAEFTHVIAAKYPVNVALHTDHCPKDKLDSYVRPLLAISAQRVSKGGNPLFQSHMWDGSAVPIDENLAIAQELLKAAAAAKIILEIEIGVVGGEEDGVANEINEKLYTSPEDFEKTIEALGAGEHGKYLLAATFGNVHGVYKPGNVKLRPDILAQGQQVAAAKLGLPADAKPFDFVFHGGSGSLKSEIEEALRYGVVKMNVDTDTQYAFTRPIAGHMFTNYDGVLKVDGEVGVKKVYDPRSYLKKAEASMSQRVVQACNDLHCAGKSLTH
MazF activator: activators of E. coli MazEF toxin-antitoxin RNase, primary screen, biochemical, fluorescence, uHTS; activation, % at 20 µM; AID 504720, 2011; hit rate 0.32% among 350,000; Endoribonuclease toxin MazF (Escherichia coli (strain K12)), P0AE70; FAM/BHQ RNA-DNA oligo cleavage fluorescence, 5 h; in the data active = activation above about 50%
Target sequence (P0AE70 whole entry, looked up): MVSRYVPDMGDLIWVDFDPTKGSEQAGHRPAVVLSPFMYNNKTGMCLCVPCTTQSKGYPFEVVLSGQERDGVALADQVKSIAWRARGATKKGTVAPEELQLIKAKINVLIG
Rv3671c protease: Rv3671c serine protease inhibitors, primary screen, biochemical, fluorescence polarization, M. tuberculosis H37Rv; inhibition, % at 5.96 µM; hit rate 0.048% among 320,000; P9WHR9; AID 2606, 2010; in the data active = inhibition above about 38%;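 also: extracellular domain of Rv3671c used as enzyme; 0% = enzyme with DMSO and 100% = no enzyme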
Target sequence (P9WHR9 whole entry, looked up, the tested form may be a part): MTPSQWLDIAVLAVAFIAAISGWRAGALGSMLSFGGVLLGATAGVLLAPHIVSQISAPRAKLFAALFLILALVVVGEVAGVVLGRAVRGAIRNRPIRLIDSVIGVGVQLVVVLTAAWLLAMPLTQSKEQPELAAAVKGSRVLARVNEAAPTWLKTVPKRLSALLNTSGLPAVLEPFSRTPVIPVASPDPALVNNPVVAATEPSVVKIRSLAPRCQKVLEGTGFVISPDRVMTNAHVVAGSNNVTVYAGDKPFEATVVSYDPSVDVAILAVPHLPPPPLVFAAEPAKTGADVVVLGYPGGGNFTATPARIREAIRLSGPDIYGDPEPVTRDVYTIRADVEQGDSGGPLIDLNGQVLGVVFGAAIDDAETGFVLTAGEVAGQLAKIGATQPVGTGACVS
GDH-TPI counter: GDH-TPI coupling enzyme inhibitors, primary screen, artefact control for M. tuberculosis FBA inhibitor project, biochemical, absorbance, full deck; inhibition, % at 4.8 µM; GDH-TPI coupled enzyme counterscreen, NADH absorbance; hit rate 1.2% among 360,000; AID 588335, 2011; in the data active = inhibition above about 30%;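 also: 0% = DMSO wells and 100% = wells lacking the enzyme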
Mtb UGM inh: M. tuberculosis UGM enzyme inhibitors, primary screen, biochemical, fluorescence polarization, single point | purified UGM, fluorescence polarization probe displacement | hit rate 0.06% among 320,000 | AID 504406, 2011 | inhibition, % at 10 µM; in the data active = inhibition above about 10%, passing the limit was not always enough
SSB-PriA inh: inhibitors of Klebsiella pneumoniae PriA binding to SSB C-terminal tail, primary screen, biochemical, AlphaScreen | PriA–SSB C-terminal tail interaction (Klebsiella pneumoniae) | AlphaScreen SSBct-PriA binding, biotinylated peptide | inhibition, % at 33 µM | hit rate 0.6% among 430,000; in the data active = inhibition mostly above about 37%, no sharp cut-off; inactive = mostly below about 20%;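 also: plate controls were negative control peptide for no effect and reference peptide for full effect; strong numbers were not always called active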
BioA inh: M. tuberculosis BioA enzyme inhibitors, primary screen, biochemical, plate reader, single point, HTS; purified M. tuberculosis BioA enzyme; inhibition, % at 9.99 µM; hit rate 0.096% among 360,000; AID 602481, 2012; in the data active = inhibition above about 40%
VHR inh abs: VHR1 phosphatase inhibitors, primary screen, biochemical, absorbance, uHTS | Dual specificity protein phosphatase 3 (Homo sapiens), P51452 | recombinant VHR phosphatase, pNPP absorbance | inhibition, % at 13.3 µM | hit rate 0.52% among 290,000 | AID 1654, 2009; in the data active = inhibition above about 50%; also: some compounds called inactive have numbers as strong as hits
Target sequence (P51452 whole entry, looked up): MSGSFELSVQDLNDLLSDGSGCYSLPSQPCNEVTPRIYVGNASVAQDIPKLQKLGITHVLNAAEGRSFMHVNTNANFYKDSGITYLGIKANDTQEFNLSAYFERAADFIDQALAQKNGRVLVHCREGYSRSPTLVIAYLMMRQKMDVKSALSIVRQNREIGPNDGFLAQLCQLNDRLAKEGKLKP
Numbers without * were called inactive; i = inactive; . = not tested or not shown. This is a subset (hit frequency here may not be typical).

no. | SMILES | SARS 3CLpro inh | Vc quorum ag | Mtb FBA inh | MazF activator | Rv3671c protease | GDH-TPI counter | Mtb UGM inh | SSB-PriA inh | BioA inh | VHR inh abs
1 | CCC(C)c1ccc(OCC(=O)Nc2ccc(CN3CCOCC3)cc2)cc1 (centres undefined) | -2 | -0.3 | -2 | 2 | . | 1 | -0.2 | -1 | 2.5 | 9
2 | CN1CCN(C(=O)c2ccc(OCCOc3ccccc3)cc2)CC1 | 6 | -1.7 | -3 | 9 | 2 | -8 | -1.3 | -8 | -1.1 | 9
3 | Cc1cc(S(=O)(=O)NCC2CC2)c(Cl)cc1Cl | 0 | i | 1 | -1 | -1 | 10 | -3.1 | -19 | 0.0 | -2
4 | O=C1OCC2=C1C(c1ccc(F)cc1)CC(=O)N2c1ccccc1 (centres undefined) | 6 | 1.2 | 1 | . | 1 | 8 | -0.5 | . | . | 23
5 | O=C(COC(=O)CCC1CCCC1)Nc1ccc(Cl)cn1 | -3 | -5.9 | 0 | 10 | -6 | 8 | -2.1 | -12 | -0.8 | -19
6 | COc1ccc(CCNC(=O)C2CC3Cn4c(nc5ccccc54)C3N2Cc2ccccc2)cc1 (centres undefined) | . | i | -2 | 2 | 0 | 7 | 2.6 | -2 | -10 | .
7 | COc1ccc(C(=O)N2CCN(c3ccc(N4CCOCC4)nn3)CC2)cc1OC | . | 0.8 | 24 | 4 | -10 | -2 | -0.3 | -10 | 0.3 | .
8 | C/C=C/c1ccc(OCc2cc(=O)n3cc(C)ccc3n2)c(OC)c1 | 5 | i | 1 | -9 | 7 | 8 | -2.5 | -1 | . | -7
9 | COc1ccccc1-c1sc2cc3c(cc2c1-c1ccc(OCCN2CCOCC2)cc1)OCO3 | . | i | 3 | 21 | . | -3 | . | 3 | -0.4 | .
10 | C/C=C(\C)CN1CCN(c2ccccc2)CC1 | 2 | -5.3 | 0 | 3 | 1 | -4 | -4.5 | -20 | -0.4 | 40
11 | CCOC(=O)c1[nH]c2ccc(F)cc2c1NC(=O)c1ccccc1C(=O)O | 4 | -1.2 | 59* | 1 | . | -2 | 0.2 | -2 | -5.5 | -35
12 | CCOC(=O)c1sc(NC(=O)C(CC)OC(=O)C(CC(C)C)NC(=O)c2ccccc2)nc1C (centres undefined) | 5 | 9.1 | 1 | 1 | 5 | 10 | 4.1 | -15 | -1.4 | 6
13 | COc1ccc(OCCCC(=O)OC(C)C(=O)Nc2ccc(S(N)(=O)=O)cc2)cc1 (centres undefined) | . | -2.8 | 0 | 0 | 4 | -9 | -2.0 | -10 | . | .
14 | CCc1c(C)nc2ncnn2c1NCCc1ccc(OC)c(OC)c1 | -3 | -0.2 | 1 | -2 | 2 | -10 | -1.4 | -4 | -0.5 | 16
15 | CC(C)(C)OC(=O)NCCCCCNC(=O)c1nc[nH]c1C(=O)N1CCc2ccccc2C1 | . | i | -3 | 0 | -8 | -4 | -1.1 | 3 | 0.0 | .
16 | O=C(NCCCCNC(=O)c1ccc(Br)cc1)c1ccc(Br)cc1 | -3 | -10 | 9 | -12 | -9 | 7 | -2.0 | -5 | -2.3 | 16
17 | O=C(Nc1nccs1)c1ccc(Br)c(S(=O)(=O)N2CCOCC2)c1 | 1 | -2.9 | 0 | 2 | -3 | 19 | 1.1 | 4 | -1.9 | 35
18 | COc1ccc(S(=O)(=O)N2CCOCC2)cc1C(=O)NCC(c1ccco1)N1CCCC1 (centres undefined) | . | 6.2 | 2 | 0 | 2 | 3 | -2.3 | -5 | -0.4 | .
19 | CN1CCC(CNC(=O)Nc2csc3ccccc23)CC1 | 8 | -0.5 | 3 | 6 | 5 | -9 | -2.2 | -9 | -5.6 | 1
20 | O=C(C#Cc1ccccc1)NCc1ccccc1F | 9 | -1.1 | -2 | 0 | . | 11 | 2.7 | -25 | -1.0 | -1
21 | O=C(CN1C(=O)NC2(CCCC2)C1=O)NCC1CCCO1 (centres undefined) | 2 | -0.4 | 5 | 0 | -4 | 19 | 3.7 | -9 | . | 9
22 | CC(C)CC(=O)Nc1sc2c(c1C#N)CC(C)(C)NC2(C)C | -1 | 0.8 | -3 | 5 | -13 | -4 | 0.4 | -14 | -0.2 | 7
23 | COc1cc(C2N(c3ccc(F)cc3)C(=O)C3CCCN32)cc(OC)c1OC (centres undefined) | -5 | 0.0 | 1 | -4 | -3 | -7 | -3.8 | -11 | -0.6 | 8
24 | O=C1CS/C(=N/N=C/c2ccccc2OS(=O)(=O)c2ccccc2)N1 | 0 | -0.3 | -1 | 2 | -7 | 12 | 1.4 | . | . | 39
25 | CC[C@@]1(C(=O)OC)N[C@H](CN(C)C(=O)Nc2ccc(C(F)(F)F)cc2)[C@@H]2C(=O)N(Cc3ccccc3)C(=O)[C@@H]21 | . | -0.7 | -1 | 1 | 4 | 6 | -2.1 | -4 | -1.7 | .
26 | CCOC(=O)Cc1csc(NC(=O)c2ccc(NC(C)=O)cc2)n1 | 0 | . | 0 | 5 | 0 | 13 | -0.1 | 14 | -2.5 | 26
27 | CC1CCCN(S(=O)(=O)c2cc(C(=O)NCCc3ccc(S(N)(=O)=O)cc3)ccc2Cl)C1 (centres undefined) | . | -1.6 | -2 | 3 | . | 0 | . | 9 | 0.8 | .
28 | O=C(NCc1ccc(F)cc1)C(C(=O)NCc1ccc(F)cc1)c1ncc(C(F)(F)F)cc1Cl | 2 | -1.6 | 3 | -12 | -2 | -9 | 1.2 | -15 | . | 28
29 | O=C(c1cc([N+](=O)[O-])ccc1Cl)N1CCN(Cc2ccccc2)CC1 | -8 | i | 2 | -4 | -4 | -1 | 2.7 | 5 | 1.8 | 8
30 | O=C(Cn1c(=O)oc2ccccc21)Nc1nc(-c2ccccc2)cs1 | 2 | i | 1 | 26 | -7 | 8 | 2.7 | 2 | -0.7 | 17
31 | COC(=O)C1Cc2c([nH]c3ccccc23)C2CCC(=O)N12 (centres undefined) | . | i | -1 | 7 | . | 7 | . | . | . | .
32 | COc1ccc(Br)cc1/C=N/N1CCN(Cc2ccccc2)CC1 | -2 | -0.5 | 1 | -2 | -3 | 5 | -1.0 | i | -0.2 | 14
33 | COc1ccccc1CNS(=O)(=O)c1csc(C(N)=O)c1 | -7 | i | 1 | -30 | -4 | 8 | -3.1 | 2 | -0.9 | 7
34 | COC(=O)Cc1c(C)c2ccc(OCC(=O)NCc3ccc4c(c3)OCO4)cc2oc1=O | -4 | -0.9 | 12 | -2 | 3 | 18 | 2.1 | -17 | -0.2 | -23
35 | COCCNC(=O)c1cc2nc3c(c(C(F)(F)F)n2n1)CCc1ccccc1-3 | 3 | i | 2 | 2 | 7 | 2 | -2.1 | -15 | . | -5
36 | COc1ccc(S(=O)(=O)N2CCN(C3CCCC(C)C3)CC2)cc1 (centres undefined) | -2 | -0.2 | -4 | 14 | 10 | -9 | 1.1 | -9 | 0.0 | 31
37 | COC(=O)C1=C(NC(=O)c2ccccc2[N+](=O)[O-])CCS1 | 2 | -0.2 | -4 | 10 | 4 | 1 | -2.1 | -21 | . | 22
38 | Cc1ccc(C(=O)C(SC(C)(C)C)n2cncn2)cc1 (centres undefined) | -4 | 1.4 | 0 | 1 | 0 | 0 | 0.6 | 0 | -0.3 | 10
39 | O=S(=O)(NCC1CCCO1)c1cccc(S(=O)(=O)N2CCCC2)c1 (centres undefined) | 4 | -0.8 | 2 | -1 | -2 | -2 | -2.2 | 4 | -1.4 | -3
40 | COc1ccc(-n2cc(-c3ccc(OC)c(OC)c3)[nH]c2=S)cc1 | 4 | 3.1 | 0 | -2 | -6 | 6 | -3.0 | 4 | . | 51*
41 | CCOC(=O)CC(=O)CSc1nc2ccccc2c(=O)n1-c1ccc(C(=O)N2CCOCC2)cc1 | 0 | -0.5 | 1 | -5 | -7 | 18 | -1.0 | -9 | 0.3 | 34
42 | COCCNC(=O)C(c1ccc(C)o1)N(C(=O)c1snc(C(N)=O)c1N)c1cc(C)cc(C)c1 (centres undefined) | -1 | 1.0 | 14 | -8 | -3 | 16 | 2.0 | 2 | -0.7 | 28
43 | Cc1nc2nc(SCC(=O)NCCCN3CCCCCC3)nn2c(C)c1Cc1ccccc1 | -1 | -0.4 | 1 | 6 | 3 | 0 | -1.7 | 0 | 29 | 17
44 | CCCc1cc(C(=O)OC)c(NC(=O)c2cc(C)on2)s1 | 0 | -0.3 | 0 | -1 | -11 | 8 | 1.4 | -22 | . | -9
45 | CCOC(=O)c1nn(-c2ccc(Cl)cc2C)ccc1=O | -3 | i | -1 | 2 | -9 | 9 | -0.8 | -16 | 0.5 | 1
46 | COc1ccc2cc(C(=O)O)n(CC(=O)c3ccccc3)c2c1 | 6 | -0.5 | -4 | 5 | -1 | -12 | -0.3 | 2 | -0.9 | -24
47 | O=c1c(N2CCOCC2)c(N2CCOCC2)c1=O | 4 | -0.8 | -2 | 1 | 1 | 9 | 2.1 | 3 | 0.6 | 12
48 | O=C(NNc1cccc(Cl)n1)c1cccnc1Cl | 0 | -0.2 | 5 | -3 | -5 | 9 | -3.3 | -2 | . | 2
49 | COCCn1c(-c2ccc(Br)cc2)csc1=Nc1cccnc1 | 5 | -0.1 | -4 | 11 | 1 | 4 | -0.3 | 36 | . | 22
50 | COc1ccc(CNC(=O)C2CCN(c3nn4c(=O)cc(C)nc4s3)CC2)cc1 | -5 | -0.3 | 1 | 9 | 0 | -6 | 3.6 | -5 | -1.0 | 18
51 | COc1ccc(-c2csc(C(O)(c3ccccc3)C(F)(F)F)n2)cn1 (centres undefined) | . | i | 4 | . | . | 12 | . | . | -1.1 | .
52 | CC1=C(OC(=O)c2ccc(Br)cc2)C(C)(C)C(c2ccccc2)OC1=O (centres undefined) | 2 | -3.4 | 2 | -2 | -3 | -12 | -0.1 | 4 | -0.1 | 4
53 | COC(=O)C1C(=O)c2c([nH]c(C(=O)OCC3CCCO3)c2C)CC1C (centres undefined) | 3 | -0.3 | 5 | -6 | 9 | 0 | -0.2 | -6 | 0.5 | 24
54 | COCC(C)NCc1ccc(C)cc1C (centres undefined) | -2 | i | 2 | 2 | 3 | -4 | 1.6 | -3 | -1.4 | 3

Molecules shown so far that have a Cl atom, in the order listed:
no. | SMILES | SARS 3CLpro inh | Vc quorum ag | Mtb FBA inh | MazF activator | Rv3671c protease | GDH-TPI counter | Mtb UGM inh | SSB-PriA inh | BioA inh | VHR inh abs
3 | Cc1cc(S(=O)(=O)NCC2CC2)c(Cl)cc1Cl | 0 | i | 1 | -1 | -1 | 10 | -3.1 | -19 | 0.0 | -2
5 | O=C(COC(=O)CCC1CCCC1)Nc1ccc(Cl)cn1 | -3 | -5.9 | 0 | 10 | -6 | 8 | -2.1 | -12 | -0.8 | -19
27 | CC1CCCN(S(=O)(=O)c2cc(C(=O)NCCc3ccc(S(N)(=O)=O)cc3)ccc2Cl)C1 (centres undefined) | . | -1.6 | -2 | 3 | . | 0 | . | 9 | 0.8 | .
28 | O=C(NCc1ccc(F)cc1)C(C(=O)NCc1ccc(F)cc1)c1ncc(C(F)(F)F)cc1Cl | 2 | -1.6 | 3 | -12 | -2 | -9 | 1.2 | -15 | . | 28
29 | O=C(c1cc([N+](=O)[O-])ccc1Cl)N1CCN(Cc2ccccc2)CC1 | -8 | i | 2 | -4 | -4 | -1 | 2.7 | 5 | 1.8 | 8
45 | CCOC(=O)c1nn(-c2ccc(Cl)cc2C)ccc1=O | -3 | i | -1 | 2 | -9 | 9 | -0.8 | -16 | 0.5 | 1
48 | O=C(NNc1cccc(Cl)n1)c1cccnc1Cl | 0 | -0.2 | 5 | -3 | -5 | 9 | -3.3 | -2 | . | 2
